CR mimetic SO: lowers age-related superoxide in aged yeast cells; S. cerevisiae aged cells, superoxide DHE fluorescence; active compounds read low; superoxide response (% of plate mean), % at 10 µM; 330,000 compounds, 0.18% hits;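 active means superoxide response under a set limit, about three screen SD below normal, cut at about 65% in these data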;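 further: yeast aged for seven days with compound at 30 °C before DHE staining; 100% = average MFI of all compound-treated wells on the plate with controls excluded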
PP1 inh: counter-screen for PP5 inhibitors: inhibitors of human PP1-alpha | 320,000 compounds, 0.9% hits | AID 2235 | inhibition, % at 6.7 µM | P62136 | purified PP1alpha, OMFP fluorescence;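 active means inhibition above the mean inhibition of all tested compounds plus 3 SD, computed separately for each screening campaign, cut at about 15% in these data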
Target sequence (P62136 whole entry, looked up): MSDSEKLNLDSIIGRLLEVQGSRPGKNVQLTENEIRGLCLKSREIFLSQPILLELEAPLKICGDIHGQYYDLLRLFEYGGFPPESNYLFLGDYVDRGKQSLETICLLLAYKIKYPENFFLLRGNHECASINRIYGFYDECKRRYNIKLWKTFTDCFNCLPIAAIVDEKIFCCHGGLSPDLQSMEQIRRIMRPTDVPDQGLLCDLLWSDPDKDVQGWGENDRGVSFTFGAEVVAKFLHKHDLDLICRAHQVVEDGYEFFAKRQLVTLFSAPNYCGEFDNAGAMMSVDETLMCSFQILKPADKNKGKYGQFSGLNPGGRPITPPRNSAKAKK
JMJD2C inh: human JMJD2C demethylase inhibition | 330,000 compounds, 0.069% hits | Q9H3R0 | GST-JMJD2C(1-420) H3K9me3 demethylation, DELFIA europium | inhibition, % at 2.35 µM;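 active means more than half of a compound's replicate wells show inhibition beyond 50%, single wells judged on their own value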;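 further: signal counts dimethyl H3K9 product captured on neutravidin plate; 0% = median of DMSO wells and 100% = 0.3 times that DMSO median; strong numbers were not always called active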
Target sequence (Q9H3R0 1-420 limits assumed): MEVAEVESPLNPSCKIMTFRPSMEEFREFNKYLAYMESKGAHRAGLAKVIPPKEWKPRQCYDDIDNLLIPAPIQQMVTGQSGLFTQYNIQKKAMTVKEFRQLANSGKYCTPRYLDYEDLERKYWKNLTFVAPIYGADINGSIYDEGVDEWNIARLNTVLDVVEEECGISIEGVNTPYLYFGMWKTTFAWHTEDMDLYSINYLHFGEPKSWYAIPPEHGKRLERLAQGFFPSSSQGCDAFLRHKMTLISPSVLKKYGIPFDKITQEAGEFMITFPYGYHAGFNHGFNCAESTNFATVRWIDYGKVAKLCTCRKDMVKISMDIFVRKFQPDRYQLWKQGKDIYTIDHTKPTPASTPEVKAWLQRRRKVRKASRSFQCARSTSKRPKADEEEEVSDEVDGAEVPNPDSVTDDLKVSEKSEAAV
EBNA-1 inh: blocks EBNA-1 binding to DNA | inhibition, % at 14.8 µM | 300,000 compounds, 0.34% hits | EBNA-1 DNA binding, fluorescence polarization; in the data active means inhibition above about 28%
CTSL1 counter: cathepsin L1 inhibition, PFM18AAP counter-screen; recombinant F. hepatica cathepsin L1, Z-Leu-Arg-MCA fluorescence; inhibition, % at 5.96 µM; 300,000 compounds, 0.49% hits;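 active means inhibition above the mean of all tested compounds plus 3 SD, set per screening campaign, cut at about 17% in these data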;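 further: 0% = plate median of test compound wells and 100% = 1 µM Z-Phe-Ala-diazomethylketone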
TPT1 inh: blocks Candida albicans tRNA 2'-phosphotransferase. 300,000 compounds, 0.81% hits. inhibition, % at 5 µM. AID 1962. recombinant caTPT1, FP RNA substrate dephosphorylation;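 active means inhibition above the mean of all tested compounds plus 3 SD, set per screening campaign, cut at about 24% in these data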;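 further: plate controls were DMSO alone for no effect and ferristatin control at 100 nM for full effect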
HCV core dimer: HCV core protein dimerization inhibition | TR-FRET GST/Flag-core106 dimerization, 1536-well | inhibition, % at 5 µM | 300,000 compounds, 0.33% hits | AID 1899;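 active means inhibition above the mean of all tested compounds plus 3 SD, set per screening campaign, cut at about 45% in these data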
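assay system = GST-tagged and Flag-tagged HCV core protein residues 1-106 | controls = unlabelled core106 and no-GST-core106 wells | incubation = compound-protein-antibody incubation 4 h at 22.5 °C | probe or stimulus = Eu donor and XL665 acceptor anti-tag antibodies | read-out = % inhibition based on acceptor/donor emission ratio | signal = TR-FRET 671 and 617 nm emission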
PP5 primary: inhibitors of human protein phosphatase 5 (PP5); P53041; AID 1987; purified PP5c, OMFP substrate fluorescence; inhibition, % at 6.7 µM; 320,000 compounds, 0.18% hits;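 active means inhibition above the campaign's mean inhibition across all tested compounds plus 3 SD, cut at about 9.5% in these data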;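 further: 0% = DMSO only and 100% = 100 µM cantharidin control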
ZTA DNA inh: blocks Epstein-Barr virus ZTA, an EBNA-1 counter-screen; 320,000 compounds, 0.15% hits; ZTA-DNA binding, fluorescence polarization; AID 2234; P03206; inhibition, % at 11 µM; in the data active means inhibition above about 33%
Target sequence (P03206 whole entry, looked up): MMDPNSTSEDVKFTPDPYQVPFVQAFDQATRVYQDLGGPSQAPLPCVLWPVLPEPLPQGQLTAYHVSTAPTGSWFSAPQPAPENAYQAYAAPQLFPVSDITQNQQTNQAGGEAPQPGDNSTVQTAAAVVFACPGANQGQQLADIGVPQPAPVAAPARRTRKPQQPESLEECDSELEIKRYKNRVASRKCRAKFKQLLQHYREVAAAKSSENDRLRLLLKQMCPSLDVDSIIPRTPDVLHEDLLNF
* marks the source's active call; other numbers are inactive results; i = inactive; . = not tested or not shown.

SMILES | HCV core dimer | JMJD2C inh | PP5 primary | CR mimetic SO | CTSL1 counter | PP1 inh | TPT1 inh | ZTA DNA inh | EBNA-1 inh
CC1=Nc2cc(C(=O)O)ccc2Sc2c(C)ccc(C)c21 | 3 | -39 | 0.7 | 129 | -3 | 4 | 0 | 7 | 3
O=c1[nH]c2ccccc2nc1C(F)(F)F | -1 | 3 | 0.1 | i | 4 | -5 | -1 | 6 | 7
CCOCCCNC(=S)N1CCN(C(=O)C(=O)Nc2ccc(C(=O)OC)cc2)CC1 | -4 | 5 | 1.8 | 96 | -3 | -2 | 0 | 1 | 8
CCCN1CCN(C(=S)Nc2sc(CC)cc2C(=O)OC)CC1 | 5 | -7 | 1.5 | 93 | -2 | 2 | 7 | 4 | -4
CCC(C)C(NC(=O)c1ccccc1NC(=O)c1ccco1)C(=O)O (configuration not stated) | 4 | 0 | -1.3 | 112 | 5 | -3 | 5 | 0 | -6
CCN(CC)c1nc(OCCNC(=O)Nc2ccccc2)nc(N(CC)CC)n1 | -1 | -11 | 6.9 | 89 | 3 | 6 | 0 | -3 | -13
COc1ccc(CN2CCN(S(=O)(=O)c3ccccc3)CC2)cc1Br | 2 | -1 | 5.1 | 89 | 0 | -1 | 2 | -5 | -9
C=CCNC(=O)COc1cc(C)cc(C)c1C | -4 | -4 | -0.7 | 102 | 3 | -2 | 0 | 10 | 2
CCOC(=O)N1CCN(C(=O)C(c2ccccc2)c2ccccc2)CC1 | -1 | -11 | -2.3 | 92 | 2 | -2 | -6 | -5 | -2
CCC(=O)Nc1cc(C)c(OC)c(C)c1 | -3 | 1 | 0.1 | 112 | 11 | -3 | 0 | -2 | 9
COc1ccc(/C=C/C(=O)NCc2cnn(C)c2C)cc1COc1ccc(Br)cc1 | 7 | -8 | 4.0 | 96 | -2 | 1 | 0 | 16 | 5
Cc1ccc(SC(C)C(=O)NCc2ccc(F)cc2)cc1 (configuration not stated) | -4 | -12 | -2.6 | 96 | -1 | -2 | 1 | 25 | -2
Cc1ccc(/C(O)=C2/C(=O)C(=O)N(CCN3CCOCC3)C2c2cccs2)cc1 (configuration not stated) | -1 | 8 | 2.0 | 112 | -3 | 2 | 3 | -12 | -5
COc1cc(-c2cc(C(=O)Nc3cccc(C(C)=O)c3)c3ccccc3n2)cc(OC)c1OC | 13 | -12 | 2.1 | 102 | 1 | -2 | 2 | 5 | -6
CCN1CCN(C(=O)C2COc3ccccc3O2)CC1 (configuration not stated) | -6 | -5 | -1.0 | 91 | 0 | -1 | 3 | 10 | 4
CCC(Cc1ccccc1)NS(=O)(=O)c1ccc2c(c1)NC(=O)C(C)S2 (configuration not stated) | 17 | 0 | 4.8 | 116 | 4 | 1 | -2 | -5 | -2
O=C(/C=C/c1ccco1)OCn1nnc2ccccc2c1=O | 0 | -10 | 0.4 | 89 | -43 | 0 | -3 | -26 | 1
Cc1cc(NN)nc2ccc(Cl)cc12 | -1 | 18 | -2.0 | 88 | -2 | 0 | 3 | -3 | -5
COc1ccc(CC(NC(C)=O)C(=O)NC2CCN(c3c4c(nc5ncnn35)CCC4)CC2)cc1OC (configuration not stated) | 2 | -3 | 1.5 | 98 | -5 | -6 | -1 | 16 | -3
COc1ccc(/C=N/NC(=O)CSc2ccccc2)cc1OC | 0 | -24 | 1.9 | 113 | -2 | -1 | 2 | -16 | -9
O=C(Cc1ccccc1)NNS(=O)(=O)c1ccc([N+](=O)[O-])cc1 | -6 | -1 | -1.4 | 104 | -2 | -1 | -7 | 1 | 9
Cc1cc(O)c(C(=O)/C=C/c2ccc(Cl)cc2)c(=O)o1 | 5 | 3 | -9.4 | 96 | 16 | 17* | 36* | -12 | -20
CSc1nc2nc(-c3ccccc3)cc(=O)n2[nH]1 | 0 | 3 | 0.1 | 114 | -4 | -7 | 0 | 11 | -3
CC[C@@]12C(=O)N(c3cccc(F)c3)C(=O)N1[C@H](c1ccc(Br)cc1)[C@@H]1C(=O)N(C(C)(C)C)C(=O)[C@@H]12 | 5 | 2 | 3.1 | 102 | 0 | 4 | 1 | -6 | 7
COCCNC(=O)[C@@H]1CCCN1S(=O)(=O)c1cccc2cccnc12 | -17 | -2 | 0.7 | 118 | 1 | 0 | -5 | -13 | 8
CC/C(=N\NC(=O)CSCc1ccc(Cl)cc1)c1ccc2c(c1)OCCO2 | 7 | -28 | 2.2 | 102 | 4 | -5 | -1 | -1 | -3
Cc1ccc(NC(=O)N2CCN(C)CC2)cc1NC(=O)N1CCN(C)CC1 | -2 | -1 | -0.5 | 74 | 2 | -1 | 0 | 4 | -5
O=C1COc2ccc(C(=O)COC(=O)/C=C/c3cccc(F)c3)cc2N1 | -2 | 2 | 3.6 | 96 | -6 | 2 | -3 | 2 | 4
O=C(NCC1CCCO1)C1CCC(CNS(=O)(=O)c2ccccc2)CC1 (configuration not stated) | -3 | -1 | 3.1 | 96 | 5 | -3 | 2 | -1 | -2
CCOc1cc(C2c3c(-c4ccccc4)n[nH]c3C(=O)N2c2ccc(C(=O)O)cc2)ccc1O (configuration not stated) | 2 | 19 | -1.1 | 113 | -1 | -6 | 3 | -1 | -11
Clc1ccccc1-c1nnc2sc(C3COc4ccccc4O3)nn12 (configuration not stated) | 14 | . | 1.3 | 121 | -2 | 2 | 3 | 8 | 3
CCOC(=O)c1c(C)nc2ccccc2c1-c1ccccc1 | -2 | 9 | 4.0 | 104 | 0 | -2 | 2 | -2 | 5
O=[N+]([O-])c1ccc(N2CCN(S(=O)(=O)c3cnc[nH]3)CC2)cc1 | 3 | -1 | 0.6 | 107 | -1 | 0 | 2 | -2 | -3
O=C(CN(C(=O)Cn1nnc(-c2ccc(F)cc2)n1)C1CCCC1)NC1CCCC1 | 1 | 9 | -0.6 | 117 | 1 | -4 | -3 | 5 | 7
CCOC(=O)c1c(NC(=O)CSc2nc3cc(Cl)ccc3s2)sc(C(C)=O)c1C | 6 | 13 | 0.3 | 101 | 3 | -2 | 3 | 12 | 5
COc1ccccc1N1CCN(c2nc3c(C)cccn3c(=O)c2C=O)CC1 | 1 | 32 | -0.6 | 97 | 3 | 5 | 4 | 6 | 0
O=C(Cc1ccccc1Cl)NC1(O)C(=O)c2ccccc2C1=O | -23 | 35 | 3.6 | 104 | 26* | -2 | -1 | -1 | 9
COc1ccc(COC(=O)NNC(=O)c2ccc(OC)cc2)cc1 | 7 | -4 | 0.4 | 97 | 11 | -13 | 0 | -16 | 1
CCOC(=O)c1[nH]c2c(c1C)C(=O)CC(c1ccc(F)cc1)C2 (configuration not stated) | 6 | -5 | 1.5 | 105 | 1 | 12 | -3 | -9 | -7
O=[N+]([O-])c1ccc2c(c1)oc1ccccc12 | -6 | 31 | 3.6 | 106 | -2 | -2 | -5 | -8 | -3
CC(=O)c1c(C)[nH]c(C(=O)Nc2ccccc2Cl)c1C | 7 | -6 | 3.0 | 99 | 0 | 2 | -3 | 1 | 4
COc1ccc(C)cc1-n1c(SCC(=O)NCC2CCCO2)nc2c([nH]c3ccccc32)c1=O (configuration not stated) | 10 | -12 | 4.5 | 105 | -2 | -3 | -2 | 0 | -2
Cc1nc2c(=O)oc3ccccc3c2n1-c1ccccc1 | 9 | -14 | 2.5 | 95 | -2 | 0 | -3 | 0 | -2
CCCN1CNC(=S)N(Cc2ccccc2)C1 | -1 | 8 | 2.9 | 95 | 3 | -2 | -2 | -8 | -2
CCOc1ccccc1NC(=O)CN1CCN(C(=O)C2CCCO2)CC1 (configuration not stated) | -5 | -3 | 1.7 | 89 | 2 | -6 | 2 | -13 | 0
Cc1nn(-c2ccccc2)c(C)c1S(=O)(=O)O | -38 | -27 | 2.6 | 97 | -3 | 1 | -2 | 4 | 11
CCOC(=O)N1CCC(N2CCCC(C(=O)c3cccc(OC(C)C)c3)C2)CC1 (configuration not stated) | -4 | 16 | 1.3 | 87 | -4 | 1 | -1 | 4 | -6
CC1(C)Cc2nc(N)c(C(=O)NCCO)cc2CO1 | -4 | -24 | 3.0 | 129 | -2 | 0 | -2 | 1 | -10
CCc1cc2cc(C(=O)Nc3ccc(F)cc3)sc2s1 | 20 | 10 | -1.7 | 80 | 1 | 6 | -1 | 10 | 0
CCOc1ccc(Cn2c(C)nc([N+](=O)[O-])c2SCC(O)CCl)cc1[N+](=O)[O-] (configuration not stated) | -2 | 13 | 2.0 | 89 | 3 | -3 | 0 | -11 | -4
COc1nnc(-c2ccc(N3CCOCC3)c(NC(=O)C3CCCCC3)c2)c2ccccc12 | 6 | 0 | 3.1 | 108 | 0 | -2 | 0 | 7 | 13
Cc1ccc(NC(=O)Cn2nnc3ccccc32)cc1 | 5 | 2 | 1.3 | 89 | -3 | -3 | -2 | -5 | -4
CCOC(=O)c1c(NC(=O)CSc2nnc(C)c(=O)[nH]2)sc2c1CCCC2 | 11 | 0 | 2.1 | 101 | 3 | 1 | 3 | -6 | -3
COc1ccc(C(=O)NNC(=O)C(=O)NC2CCCCC2)cc1 | 5 | -6 | -0.4 | 88 | -2 | -2 | 0 | -3 | 8
C=CCc1c(NCCO)nc(C)[nH]c1=O | 5 | -22 | 1.5 | 102 | -3 | 0 | 1 | 4 | -15
O=C(COc1cccc(C(F)(F)F)c1)NCC(c1ccco1)N1CCCCC1 (configuration not stated) | 0 | -1 | 0.7 | 101 | -1 | -8 | -1 | -2 | -9
COc1cc(C2C(C#N)=C(C)NC(C)=C2C#N)cc(OC)c1OC | -1 | 9 | 1.9 | 125 | -3 | -5 | 2 | -2 | -2
Cc1ccccc1-c1nc(CS(=O)(=O)CC(=O)NCCCN2CCN(C)CC2)c(C)o1 | -9 | 29 | 2.2 | 83 | -3 | -1 | -2 | -10 | -1
CCOCCn1c(CN2CCN(C(c3ccccc3)c3ccccc3)CC2)nc2c1c(=O)n(C)c(=O)n2C | 7 | -9 | 0.5 | 110 | 3 | -3 | -1 | 2 | -4
CCN(CC)S(=O)(=O)c1ccc(OC)c(NC(=O)COc2ccccc2[N+](=O)[O-])c1 | 7 | 11 | 0.8 | 101 | -3 | 4 | -7 | -21 | -11

(further entries)
SMILES | HCV core dimer | JMJD2C inh | PP5 primary | CR mimetic SO | CTSL1 counter | PP1 inh | TPT1 inh | ZTA DNA inh | EBNA-1 inh
CCOC(=O)c1sc2ncnc(N3CCN(C)CC3)c2c1C | -7 | -5 | 0.4 | 88 | 0 | -4 | 3 | 9 | -5
Cc1cc(-c2nnc3n2N=C(C(C)(C)C)CS3)n[nH]1 | 1 | 3 | 4.1 | 101 | 2 | -5 | -4 | -11 | 11
CN(C)CCCN(Cc1cc2cc3c(cc2[nH]c1=O)OCO3)C(=S)Nc1ccccc1 | -3 | -22 | 2.7 | 109 | 0 | -2 | 2 | 0 | 2
Cc1cc(C)cc(C(=O)NC(=S)Nc2ccc3c(c2)OCCO3)c1 | -4 | 7 | 2.8 | 113 | -2 | -1 | -1 | 1 | -5

Looked up one by one from the entries so far (2):
SMILES | HCV core dimer | JMJD2C inh | PP5 primary | CR mimetic SO | CTSL1 counter | PP1 inh | TPT1 inh | ZTA DNA inh | EBNA-1 inh
Cc1cc(-c2nnc3n2N=C(C(C)(C)C)CS3)n[nH]1 | 1 | 3 | 4.1 | 101 | 2 | -5 | -4 | -11 | 11
Cc1cc(C)cc(C(=O)NC(=S)Nc2ccc3c(c2)OCCO3)c1 | -4 | 7 | 2.8 | 113 | -2 | -1 | -1 | 1 | -5
